Assay outcomes deposited in PubChem by several laboratories.
DTT redox prof: compounds producing H2O2 with reducing agent – biochemical, NIH compound library profiling, artefact control for MLSCN library redox annotation, primary screen; DTT-dependent redox cycling H2O2, phenol red/HRP absorbance; 100% = 100 µM peroxide control, 0% = buffer; activation, % at 10 µM; actives 0.03% (n = 200,000);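 active = activation of at least 50% relative to the plate's high and low controls in the primary single-dose screen; inactive = activation below 50%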;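 also: compound incubated with DTT at 0.8 mM final as the reducing agent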
Efa HMGR inh: inhibitors of E. faecalis class II HMGR, primary screen, biochemical, Enterococcus faecalis. HMG-CoA reductase (Enterococcus faecalis, mvaE). purified E. faecalis HMGR, NADPH absorbance 340 nm kinetic. inhibition, % at 10 µM. actives 0.41% (n = 190,000);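 active = inhibition above a set limit, the median over all tested compounds plus 3 SD, cut at about 9.5% in these data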;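 also: enzyme runs in reverse so mevalonate oxidation gives rising NADPH absorbance; 0% = complete reaction with DMSO and 100% = background rate lacking mevalonate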
APP 5'UTR act: activators of APP 5'UTR luciferase reporter, primary screen, SH-SY5Y cells; AID 1276, 2008; SH-SY5Y APP 5'UTR luciferase reporter, luminescence; zero percent = DMSO vehicle wells; activation, % at 2 µM; actives 1% (n = 190,000);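 active = activation above a set limit, based on mean plus 3 SD of controls, cut at about 140% in these data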; also: values of inactives mirror those of a sister screen read the other way
NF-kB neuron act: activators of NF-kB expression in neurons, primary screen, cell-based, HTS; human neuronal cells, NF-kB reporter expression; hits give high values; fold change at 12.5 µM; actives 1.6% (n = 190,000); AID 1239, 2008; in the data active = fold change above about 3.3
STAT1 blocker: STAT1 signaling inhibitors, primary screen, cell-based, HTS, luciferase reporter; NIH 3T3 STAT1-luciferase reporter, IFN-gamma, luminescence; inhibition, % at 5.5 µM; actives 0.35% (n = 200,000); AID 920, 2007;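 active = inhibition above a set limit, the mean inhibition across all tested compounds plus 3 SD, cut at about 34% in these data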;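 also: 0% = IFN-gamma with DMSO and 100% = IFN-gamma with 300 µM nifuroxazide; values of inactives mirror those of a sister screen read the other way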
STAT1 act: STAT1 signaling activators, primary screen, cell-based, HTS, luciferase reporter. NIH 3T3 STAT1-luciferase reporter, IFN-gamma, luminescence; 100% = IFN-gamma alone, no compound. AID 932, 2007. actives 2.6% (n = 200,000). activation (% of control), % at 5.5 µM;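 active = activation above the screen-wide mean activation plus 3 SD, cut at about 130% in these data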;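 also: raw ratio to IFN-gamma control signal so 100% means no change and 0% no light; values of inactives mirror those of a sister screen read the other way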
STAT3 activator: IL-6 driven STAT3 reporter potentiators, primary screen, U3A cells, luciferase, luminescence, MLSCN library. actives 0.91% (n = 190,000). IL-6 STAT3-luciferase reporter; 100% = signal with IL-6 EC80 alone. activation (% of control), % at 5.6 µM;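 active = activation above the screen-wide mean of compound activation plus 3 SD, cut at about 130% in these data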;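 also: 0% = background luminescence of wells with medium and substrate only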
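Test system: Human STAT1-deficient U3A cells with stable STAT3-luciferase reporter | Also added: Interleukin-6, 33 ng/mL | Timing: Compound pre-incubation 1 h before IL-6, then 6 h stimulation at 37 °C | Technique: Luciferase reporter luminescence | Read-out: Percent of IL-6-only median luminescence | Benchmarks: IL-6-only wells as 100% reference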
STAT3 inh: IL-6 driven STAT3 reporter inhibitors, primary screen, U3A cells, luciferase, luminescence, MLSCN library; actives 0.89% (n = 190,000); AID 862, 2007; inhibition, % at 5.5 µM; IL-6 STAT3-luciferase reporter; host cell line lacks STAT1;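 active = inhibition above the mean inhibition across all screened compounds plus 3 SD, cut at about 44% in these data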;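 also: 0% = DMSO only wells and 100% = 100 µM nifuroxazide control wells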
Hsp70 act: Hsp70 transcriptional activators, primary screen, cell-based, HeLa, Hsp70 promoter luciferase, luminescence, 10 µM; HeLa Hsp70 promoter luciferase reporter; scaled: vehicle 0, proteasome-inhibitor control 100%; activation, % at 10 µM; actives 0.04% (n = 200,000);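 active = activation above the mean across all tested compounds plus 3 SD, cutoff set per campaign, cut at about 5.5% in these data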;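 also: 100% = MG132 at 30 µM as the positive control and 0% = DMSO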
TLR4 MyD88 comp: inhibitors of TLR4-MyD88 association in cells, primary screen, cell-based, HeLa CL3-4, BLA complementation, FRET ratio. Toll-like receptor 4 (Homo sapiens) + Myeloid differentiation primary response protein …. HeLa CL3-4 TLR4/MyD88 BLA complementation. inhibition, % at 8.4 µM. actives 0.18% (n = 200,000). AID 861, 2007; in the data active = inhibition above about 25%;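 also: 0% = vehicle and 100% = reference inhibitor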
Target sequence (O00206 whole entry, looked up): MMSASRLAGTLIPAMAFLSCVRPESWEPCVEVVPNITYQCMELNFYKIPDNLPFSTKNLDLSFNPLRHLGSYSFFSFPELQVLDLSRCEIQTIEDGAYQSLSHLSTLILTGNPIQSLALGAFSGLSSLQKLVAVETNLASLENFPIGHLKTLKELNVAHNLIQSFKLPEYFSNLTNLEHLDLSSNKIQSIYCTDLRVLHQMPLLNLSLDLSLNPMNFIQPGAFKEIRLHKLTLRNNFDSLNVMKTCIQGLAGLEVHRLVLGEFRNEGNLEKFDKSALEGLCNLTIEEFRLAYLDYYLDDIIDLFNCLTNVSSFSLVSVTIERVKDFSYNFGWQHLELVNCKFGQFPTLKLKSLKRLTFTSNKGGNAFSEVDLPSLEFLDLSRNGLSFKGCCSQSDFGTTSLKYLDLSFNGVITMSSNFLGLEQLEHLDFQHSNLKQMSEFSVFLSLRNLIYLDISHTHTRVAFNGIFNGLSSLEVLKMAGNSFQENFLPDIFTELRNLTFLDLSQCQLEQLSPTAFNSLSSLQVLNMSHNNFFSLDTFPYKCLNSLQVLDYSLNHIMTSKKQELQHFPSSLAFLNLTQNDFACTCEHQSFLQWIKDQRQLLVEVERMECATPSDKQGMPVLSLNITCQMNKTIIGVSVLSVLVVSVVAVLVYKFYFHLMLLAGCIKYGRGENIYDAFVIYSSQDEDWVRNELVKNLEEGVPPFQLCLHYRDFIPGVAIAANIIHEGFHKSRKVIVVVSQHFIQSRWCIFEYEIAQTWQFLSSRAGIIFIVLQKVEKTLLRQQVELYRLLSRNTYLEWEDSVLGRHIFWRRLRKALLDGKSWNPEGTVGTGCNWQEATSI
Target sequence (Q99836 whole entry, looked up): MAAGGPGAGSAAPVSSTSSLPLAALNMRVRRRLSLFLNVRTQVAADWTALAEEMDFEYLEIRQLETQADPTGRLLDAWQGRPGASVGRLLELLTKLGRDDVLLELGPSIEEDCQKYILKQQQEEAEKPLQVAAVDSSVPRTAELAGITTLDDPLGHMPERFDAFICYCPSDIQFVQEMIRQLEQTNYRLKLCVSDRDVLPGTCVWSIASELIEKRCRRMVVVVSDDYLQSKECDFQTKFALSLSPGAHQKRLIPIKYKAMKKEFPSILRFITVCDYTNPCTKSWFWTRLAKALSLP
* hit, by the source's call; · = not tested or not shown.

SMILES	DTT redox prof	Efa HMGR inh	APP 5'UTR act	NF-kB neuron act	STAT1 blocker	STAT1 act	STAT3 activator	STAT3 inh	Hsp70 act	TLR4 MyD88 comp
O=C(Nc1ccc(S(=O)(=O)NCC2CCCO2)cc1)c1cnccn1 (configuration not stated)	-0.3	-5	-16	0.97	-24	122	98	8	0.3	11
CC(C)C(=O)N(Cc1ccc2c(c1)OCO2)Cc1ccccn1	0.6	-1	16	1.1	-6	106	95	11	1.1	-3
O=C(NNC(=S)Nc1ccccc1)c1ccccc1[N+](=O)[O-]	-0.4	-2	54	2.4	0	99	89	16	-0.1	-6
CCS(=O)(=O)Nc1cc(-c2nc3cccnc3s2)ccc1C	-2.5	-2	104	2.5	-39	135*	162*	-71	-0.2	9
COc1cccc(NC(=O)Nc2cccnc2)c1	-0.2	-4	-22	2.1	-5	102	97	9	-0.1	-7
CCCCN(CC)C(=O)CSc1nc2n[nH]c(C)c2c(=N)n1-c1cccc(C)c1	0.2	5	8	0.59	9	92	89	20	-0.2	0
COc1ccc(C(=O)N=c2sccn2C)cc1	-0.8	-1	54	2	-27	128	86	21	-0.1	-12
Cc1cccc(C)c1NC(=O)CSCc1cccc(CSCC(=O)Nc2c(C)cccc2C)n1	0.1	-1	2	0.99	6	98	101	-1	-0.4	-8
Nc1c(C(=O)OCC2CCCO2)c2nc3ccccc3nc2n1-c1ccc2c(c1)OCCO2 (configuration not stated)	-0.8	-3	7	0.42	4	96	75	32	0.2	21
CCc1c(C)c2cc(Cl)c(O)c(CN3CCCCC3)c2oc1=O	2.6	-2	10	1.7	2	99	95	7	-0.4	-2
COc1ccccc1-n1cc(CN2CCN(CC(C)C)C(CCO)C2)cn1 (configuration not stated)	0.2	1	-26	1.3	-4	102	106	-3	-0.2	2
C/C(N)=C(/C#N)C(=O)CSc1nnnn1-c1ccc(C)cc1	-1.2	2	5	1.6	4	97	115	-12	-0.3	3
CCC(=O)N(Cc1cc2cc(OC)ccc2[nH]c1=O)c1cccc(C)c1	0.4	0	-8	1.5	-3	103	98	6	-0.5	16
CCOC(=O)c1c(-c2ccccc2)oc2ccc(O)c(CN3CCOCC3)c12	1.0	-10	10	0.58	-1	101	100	3	0.1	-5
Cc1[nH]c2ccccc2c1C(=O)COC(=O)c1c(-c2ccccc2)noc1C	0.3	-1	-12	0.66	8	93	99	-2	-0.3	-15
CCOC(=O)Cn1nnnc1CN(Cc1ccc(OC)cc1)Cc1cc2cc(C)cc(C)c2[nH]c1=O	0.4	-4	-1	0.87	9	92	97	8	1.0	5
COc1ccc(-c2cnnn2-c2ccc(NC(=O)/C=C/c3ccc(OC)c(OC)c3)cc2)cc1	0.1	-2	5	0.4	0	100	89	16	-0.6	3
Cc1ccc(/C=C/c2nc3ccccc3s2)s1	0.2	2	99	2.5	44*	60	43	70*	-0.6	4
O=C(O)Cn1cc(/C=C2\SC(=O)N(c3ccccc3)C2=O)c2ccccc21	-0.3	0	27	1.4	-11	108	97	12	-0.2	-14
COc1ccc(N(C(=O)c2ccco2)S(=O)(=O)c2ccccc2)cc1	0.0	-7	14	1	6	95	103	-6	-0.4	15
CC(C)NC(=S)NN(c1ccccc1)c1ccccc1	-1.7	-2	-4	0.99	-8	107	93	14	0.0	-8
COc1cccc(CC(=O)Nc2ccc(S(=O)(=O)Nc3nc(C)cc(C)n3)cc2)c1	-0.1	3	19	1.1	2	97	112	-4	0.2	-10
O=C(CCS(=O)(=O)c1ccc(Br)s1)NCc1ccc2c(c1)OCO2	-2.4	-2	5	1.1	2	99	100	3	-0.3	6
O=C(NCC1CCC(C(=O)O)CC1)c1cccnc1 (configuration not stated)	-0.5	-3	-9	1.1	4	96	97	8	0.0	-13
Cn1nc(C(=O)Nc2nc3ccc(S(C)(=O)=O)cc3s2)ccc1=O	0.2	0	-13	0.83	1	99	91	9	-0.3	-1
COC(=O)c1sc(NC(=S)NC(=O)c2ccccc2F)nc1C	-1.4	0	78	1.3	-32	129*	108	-7	1.7	-8
COC(=O)c1ccc(COc2ccccc2/C=C(\C#N)C(=O)NC(C)C)cc1	0.6	-11	5	1.1	-7	107	102	-7	-0.5	-10
CCOc1ccccc1NC(=O)CN(Cc1ccccc1)S(C)(=O)=O	-0.5	-1	2	1.1	2	98	100	2	-0.2	2
CCC(=O)Nc1c2c(nn1-c1ccc(C)cc1C)CSC2	2.1	-6	7	1.1	-2	102	103	-1	0.1	-2
N#CC1=C(N)SC(N)=C(C#N)C1c1ccc([N+](=O)[O-])cc1	0.0	-3	-14	1.1	-4	104	109	-7	-0.3	-7
Cc1cccc(Nc2ccccc2C(=O)OCC(=O)N2CCOCC2)c1C	2.5	-6	6	1.1	-6	105	95	9	-0.4	-11
CCc1cc2c(=O)c(-n3cnc4ccccc43)coc2cc1O	1.6	-2	-2	1.1	-2	102	108	-5	-0.1	5
Cc1ccc(C(=O)Nc2nc(C)c(C(=O)Nc3ccc4c(c3)CCC4)s2)cc1	-0.1	-1	-66	1.1	-30	128	113	-14	-0.2	-3
c1ccc(OCc2nnc3n2N=C(c2ccccc2)CS3)cc1	0.5	-6	9	0.81	-12	110	116	-10	0.0	3
c1ccc(SCc2cn3cccnc3n2)nc1	-0.9	-8	6	1.1	-6	103	93	10	-0.2	-10
COC(=O)c1ccc(-n2nnnc2SCC(=O)Nc2cc(OC)ccc2OC)cc1	1.7	-5	-3	1.2	0	100	106	-4	-0.2	-2

The final six compounds of the part before are carried over, then new ones follow.
SMILES	DTT redox prof	Efa HMGR inh	APP 5'UTR act	NF-kB neuron act	STAT1 blocker	STAT1 act	STAT3 activator	STAT3 inh	Hsp70 act	TLR4 MyD88 comp
Cc1cccc(Nc2ccccc2C(=O)OCC(=O)N2CCOCC2)c1C	2.5	-6	6	1.1	-6	105	95	9	-0.4	-11
CCc1cc2c(=O)c(-n3cnc4ccccc43)coc2cc1O	1.6	-2	-2	1.1	-2	102	108	-5	-0.1	5
Cc1ccc(C(=O)Nc2nc(C)c(C(=O)Nc3ccc4c(c3)CCC4)s2)cc1	-0.1	-1	-66	1.1	-30	128	113	-14	-0.2	-3
c1ccc(OCc2nnc3n2N=C(c2ccccc2)CS3)cc1	0.5	-6	9	0.81	-12	110	116	-10	0.0	3
c1ccc(SCc2cn3cccnc3n2)nc1	-0.9	-8	6	1.1	-6	103	93	10	-0.2	-10
COC(=O)c1ccc(-n2nnnc2SCC(=O)Nc2cc(OC)ccc2OC)cc1	1.7	-5	-3	1.2	0	100	106	-4	-0.2	-2
CN(CC(=O)NC1CCCC1)S(=O)(=O)c1cnc[nH]1	-1.2	-1	6	0.95	-3	103	99	4	-0.3	2
Cc1cc(/C=N/NC(=O)c2ccc(O)cc2)c(C)n1C1CC1	-0.1	-1	-5	1.1	5	96	101	8	-0.1	-6
Cc1cc(NC(=O)CSc2nnc(C)c(=O)[nH]2)no1	-1.4	-5	-6	1	·	·	·	·	·	·
O=C(NCCNc1ccc2ccccc2c1)c1cccn2c(=O)c3sccc3nc12	-2.9	1	-10	0.97	8	90	89	16	-0.3	0
Cc1cc(C(=O)NCc2cccs2)c(C)o1	-0.1	-2	-15	1.1	-2	102	101	3	-0.2	-3
OC(CN1CCN(Cc2ccccc2)CC1)c1ccc(F)cc1 (configuration not stated)	-0.2	1	3	0.84	-1	104	92	8	-0.3	-1
Cc1c(NC(=O)CSc2nc3ccccc3s2)c(=O)n(-c2ccccc2)n1C	0.0	-3	6	0.87	0	100	110	-15	0.0	-4
COC(=O)c1cccc(C(=O)Nc2ccc(C)cc2Br)n1	-1.5	-1	16	1.4	8	93	141*	-42	0.0	-2
CN1CCN(CCCNC(=O)c2ccc(/C=C3\Sc4ccccc4N(Cc4ccc(F)cc4)C3=O)cc2)CC1	-0.1	-5	12	0.67	3	95	91	16	-0.4	15
C[C@@H](C(=O)OCC(=O)NCCc1ccc(S(N)(=O)=O)cc1)N1C(=O)C2CCCCC2C1=O (some centres not stated)	0.1	1	28	1.1	0	99	99	2	-0.4	11
CCOC(=O)C1CCN(C(c2ccc(OC)c(OC)c2)c2sc3nc(C)nn3c2O)CC1 (configuration not stated)	-0.2	-13	0	0.98	13	89	96	5	-0.2	-10
Brc1ccc(C2=NC(Cc3ccccc3)CO2)cc1 (configuration not stated)	0.1	-6	62	3.3*	-20	118	105	-9	0.0	-13
CCOC(=O)c1cccc(NC(=O)N[C@@H](C)C(=O)OC)c1	3.5	-8	·	1.1	2	99	96	11	-0.3	-2
COC(=O)c1ccc(C2c3c(oc4ccc(F)cc4c3=O)C(=O)N2CCO)cc1 (configuration not stated)	-1.1	1	11	0.95	-3	102	101	4	1.5	2
Cc1nn(C(C)C(=O)N2CCOCC2)c(C)c1[N+](=O)[O-] (configuration not stated)	0.1	2	-15	0.87	-3	102	108	-3	-0.4	-13
CC1=CC2=NC(=O)/C(=C\c3ccc(OC(=O)c4ccco4)cc3)C(=N)N2O1	-0.2	-1	-5	1.1	-6	104	101	1	-0.1	-3
O=C1Nc2ccccc2C12OCCO2	-5.0	-5	-4	1.2	-5	105	93	10	-0.2	12
O=c1c2cc(NC(=S)N3CCC(N4CCCCC4)CC3)ccc2nc2n1CCCCC2	-0.6	-9	21	0.97	-7	108	107	-8	-0.3	-2
COc1ccc(OC)c(S(=O)(=O)Nc2c(C)cccc2C)c1	-1.0	-3	8	1.3	6	95	97	12	-0.1	-7
OCCC1CN(Cc2cn[nH]c2C2CCCCC2)CCN1Cc1ccccc1 (configuration not stated)	-1.6	0	7	1.3	1	97	101	2	-0.1	11
